Screening data (PubChem BioAssay)
GSH bead fluor = GSH bead compound fluorescence profile; AID 1776; hit rate 0.25% among 190,000; GSH beads flow cytometry, compound fluorescence 488/530 nm; active compounds read high; fluorescence (KMESF) at 10 µM; in the data active = fluorescence above about 89;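 also: glutathione beads carrying GST-tagged Bcl family fusion proteins plus one bare bead set; values are compound well signal with DMSO vehicle wells as background; inactives centre near 16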
ABCB1 inh = inhibitors of human ABCB1 transporter, ABCG2 counter-screen. hit rate 0.067% among 190,000. CCRF-Adr cells, JC-1 efflux, flow cytometry. inhibition, % at 6.6 µM. P08183; in the data active = inhibition above about 40%;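 also: 0% = vehicle and 100% = reference inhibitor; higher value means more JC-1 retained so stronger ABCB1 efflux block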
Target sequence (P08183 whole entry, looked up): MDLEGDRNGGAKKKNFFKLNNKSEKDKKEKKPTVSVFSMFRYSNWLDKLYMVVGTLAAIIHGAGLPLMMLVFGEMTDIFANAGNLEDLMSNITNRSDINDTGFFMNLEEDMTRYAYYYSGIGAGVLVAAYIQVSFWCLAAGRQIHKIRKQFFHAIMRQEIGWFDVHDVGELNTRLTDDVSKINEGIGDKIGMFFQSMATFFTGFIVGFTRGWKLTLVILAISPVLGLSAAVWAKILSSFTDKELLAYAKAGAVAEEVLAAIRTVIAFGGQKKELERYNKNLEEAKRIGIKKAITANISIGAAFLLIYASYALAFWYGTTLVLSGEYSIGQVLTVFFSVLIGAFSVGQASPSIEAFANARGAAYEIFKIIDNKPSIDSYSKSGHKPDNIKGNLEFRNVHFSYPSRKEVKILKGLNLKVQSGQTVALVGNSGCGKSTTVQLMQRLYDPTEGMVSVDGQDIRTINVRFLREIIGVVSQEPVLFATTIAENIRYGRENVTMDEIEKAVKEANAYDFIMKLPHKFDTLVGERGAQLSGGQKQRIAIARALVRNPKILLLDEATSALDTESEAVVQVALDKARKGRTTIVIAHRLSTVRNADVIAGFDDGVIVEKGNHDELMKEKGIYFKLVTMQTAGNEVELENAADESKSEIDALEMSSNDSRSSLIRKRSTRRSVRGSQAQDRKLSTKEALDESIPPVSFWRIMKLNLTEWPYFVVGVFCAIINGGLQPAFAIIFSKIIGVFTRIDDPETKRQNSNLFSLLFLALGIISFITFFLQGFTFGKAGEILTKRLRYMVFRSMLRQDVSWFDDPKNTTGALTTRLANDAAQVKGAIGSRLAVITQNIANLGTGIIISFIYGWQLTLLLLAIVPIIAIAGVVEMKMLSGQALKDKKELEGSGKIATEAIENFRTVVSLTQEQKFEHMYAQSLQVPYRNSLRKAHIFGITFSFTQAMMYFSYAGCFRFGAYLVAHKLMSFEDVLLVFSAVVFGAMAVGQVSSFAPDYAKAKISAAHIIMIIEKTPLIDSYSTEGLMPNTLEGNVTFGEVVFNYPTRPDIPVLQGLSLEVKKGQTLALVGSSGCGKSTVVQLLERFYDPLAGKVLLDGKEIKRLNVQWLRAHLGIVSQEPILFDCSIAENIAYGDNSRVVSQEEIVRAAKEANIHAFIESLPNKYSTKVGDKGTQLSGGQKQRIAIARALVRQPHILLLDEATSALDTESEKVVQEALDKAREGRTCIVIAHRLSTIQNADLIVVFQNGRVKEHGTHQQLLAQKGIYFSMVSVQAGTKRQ
Rab2A wt mod = changes GTP binding to wildtype dog Rab2A, up or down; GST-Rab2 wt beads, Bodipy-GTP binding, flow cytometry; GTP binding activity, % at 10 µM; hit rate 0.19% among 190,000; AID 760;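 active = GTP binding activity at least 20 points away from 100%, either lowered or raised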;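 also: 0% = beads with excess unlabeled GTP and 100% = no-compound control corrected for plate trend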
ABCG2 block = blocks JC-1 efflux by human ABCG2 transporter; inhibition, % at 6.6 µM; Q9UNQ0; hit rate 0.1% among 190,000; AID 1325; IgMXP3 cells, flow cytometry;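 active = inhibition above 80%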;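 also: 0% = DMSO and 100% = nicardipine control wells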
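Incubation: cells with compound and JC-1, 10 min at 25 °C, rotating, no wash / Test system: IgMXP3 (ABCG2) plus far-red-tagged CCRF-Adr (ABCB1) cells / Compound dosing: one concentration, 6.6 µM final / Also added: JC-1 fluorescent substrate / Evaluation: efflux inhibition in percent versus controls / Detection: flow cytometry, 530 nm JC-1 signal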
Avidin bead fluor = compound fluoresces at 488/530 nm on avidin beads | compound fluorescence 488/530 nm, flow cytometry; active compounds read high | hit rate 0.38% among 220,000 | fluorescence (KMESF) at 10 µM | AID 1775; in the data active = fluorescence above about 47; also: inactives centre near 10
Pf gamet viab = kills late stage P. falciparum gametocytes; hit rate 0.065% among 150,000; P. falciparum stage V gametocytes, ATP luminescence, 24 h; AID 743093; inhibition, % at 10.9 µM;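 active = inhibition above the mean plus 3 SD of compounds within the control limits, set per campaign, cut at about 38% in these data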;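 also: 0% = DMSO wells and 100% = medium only without gametocytes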
Rab7 wt GTP bind = alters GTP binding to wildtype dog Rab7. GTP binding activity (percent of control), % at 10 µM. hit rate 0.055% among 190,000. GST-Rab7 beads, fluorescent GTP binding, flow cytometry; actives lie on both sides; untreated = 100%, excess cold GTP = 0%;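 active = fluorescent GTP binding to Rab7 beads changed by at least 20 points from the 100% baseline, either direction, mostly lower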;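 also: median green fluorescence of bound Bodipy-FL-GTP per Rab7 bead population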
HRas wt GTP = human HRas wildtype GTP binding, change in either direction. AID 759. hit rate 0.14% among 190,000. GTP binding activity, % at 10 µM. GST-Ras wt beads, Bodipy-FL-GTP binding, flow cytometry; actives lie on both sides. P01112;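 active = GTP binding activity at least 20% away from the 100% baseline, either lowered as inhibitor or raised as activator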;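 also: 0% = unlabeled GTP competition control and 100% = no-compound control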
Cdc42 wt GTP = modulators (inhibitors or activators) of GTP binding to human Cdc42 wildtype. P60953. GST-Cdc42 beads, Bodipy-GTP binding, flow cytometry; actives lie on both sides. percent activity (GTP binding), % at 10 µM. hit rate 0.2% among 190,000. AID 761;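 active = percent activity GTP binding at least 20 points away from the 100% baseline, either down as inhibitor or up as activator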;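 also: median bead fluorescence of bound Bodipy-FL-GTP at 100 nM; 0% = excess unlabeled GTP control and 100% = no compound control; below 100% means less GTP binding so inhibitor and above means activator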
Rac1 wt modul = human Rac1 wildtype GTP binding, inhibitors and activators | P63000 | GST-Rac1 beads, fluorescent GTP binding, flow cytometry; actives lie on both sides; 0 = cold GTP competed, 100 = untreated | GTP binding activity (% of control), % at 10 µM | hit rate 0.27% among 190,000 | AID 757;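 active = GTP binding activity at least 20 points away from the 100% control level, either lower or higher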
Rac1 mut GTP = modulators of GTP binding to human Rac1 activated mutant | hit rate 0.11% among 190,000 | GST-Rac1 activated beads, fluorescent GTP binding, flow cytometry; actives lie on both sides; 100% means binding = to untreated wells | AID 764 | P63000 | percent activity (GTP binding), % at 10 µM;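 active = GTP binding at least 20 percentage points away from the 100% baseline, in either direction, so actives lie on both sides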
Starred values were filed as active, the others as inactive; · = not tested or not shown.

SMILES	GSH bead fluor	ABCB1 inh	Rab2A wt mod	ABCG2 block	Avidin bead fluor	Pf gamet viab	Rab7 wt GTP bind	HRas wt GTP	Cdc42 wt GTP	Rac1 wt modul	Rac1 mut GTP
CCOC(=O)N1CCN(C(=O)c2ccc(C)c(S(=O)(=O)Nc3ccccc3)c2)CC1	11	0.6	100	2	9	·	99	101	103	101	99
Cc1ccc(CN(c2ccc(C(=O)N3CCc4ccccc4C3)cc2)S(C)(=O)=O)cc1	23	2.7	98	5	21	·	99	100	101	103	96
Cc1ccc(NS(=O)(=O)c2ccc(CCC(=O)O)cc2)cc1	13	0.4	98	1	9	·	100	99	96	102	98
CCCC(=O)NC(=S)Nc1sc2c(c1C(N)=O)CCC2	9	-1.1	93	-3	3	-5	96	96	94	101	97
CC(C)n1c(=N)c(C(=O)NCCc2ccccc2)cc2c(=O)n3ccccc3nc21	28	1.9	102	14	9	-7	101	101	102	101	100
CCc1nnc(NC(=O)CCN2C(=O)c3ccccc3C2=O)s1	43	-2.2	94	-3	5	·	96	96	97	95	94
CNC(=O)OCc1cccc(COC(=O)NC)n1	28	0.7	103	7	11	·	102	103	103	105	100
Cc1sc2nc(SCC(=O)NCc3cccs3)[nH]c(=O)c2c1C	28	0.5	99	14	9	·	101	102	101	98	98
CCOC(=O)Nc1ccc(S(=O)(=O)Nc2cc(C)on2)cc1	46	0.3	97	1	12	17	99	102	97	103	98
CC(C)Cc1nn2c(N)c(/C=C3\C=Nc4ccccc43)c(=O)nc2s1	19	-1.0	92	-2	9	25	90	91	91	91	91
O=C(COC(=O)c1ccc(Cl)c(S(=O)(=O)N2CCCC2)c1)NC1CCCC1	25	1.3	101	11	7	·	98	101	100	100	97
Cc1nnc(N2C(=O)C(O)=C(C(=O)c3ccco3)C2c2ccc(C(C)(C)C)cc2)s1 (stereo not drawn)	11	0.4	99	2	3	·	94	98	99	100	97
Oc1c(Br)cccc1/C=N/Nc1c(F)c(F)c(F)c(F)c1F	10	0.6	96	3	4	7	98	98	99	96	99
CC(C)CCn1c(N2CCN(c3cccc(Cl)c3)CC2)nc2c1c(=O)[nH]c(=O)n2C	37	1.0	101	4	5	·	102	100	100	104	100
COc1ccc(C(=O)N/C(=C\c2ccccc2)C(=O)NC(CCSC)C(=O)O)cc1 (stereo not drawn)	30	2.8	100	3	12	·	105	99	100	106	97
CC(=O)C(N=Nc1ccccc1)(Sc1nnc(-c2ccccc2)n1-c1ccccc1)C(=O)Nc1ccccc1 (stereo not drawn)	12	1.1	104	0	16	-7	103	104	101	105	101
Cc1cccc(C)c1NC(=O)CCN1C(=O)C2C3CCC(C3)C2C1=O (stereo not drawn)	20	0.6	105	2	7	-9	101	104	105	103	101
COC(=O)CSc1nnc(-c2ccc(S(=O)(=O)N3CCCCC3)cc2)o1	26	-0.1	103	1	7	17	103	102	103	103	98
Cc1nc2c(C#N)cnn2c2c1CCN(Cc1ccccc1)N2C	21	0.4	93	6	9	9	101	95	94	99	94
Cc1cccc(N(C(=O)Cc2cccs2)C(C(=O)NCc2ccco2)c2ccncc2)c1 (stereo not drawn)	12	-1.7	101	-4	9	15	99	104	104	102	101

Only Rac1 wt modul, for some of the entries so far:
SMILES	Rac1 wt modul
Oc1c(Br)cccc1/C=N/Nc1c(F)c(F)c(F)c(F)c1F	96
CC(C)CCn1c(N2CCN(c3cccc(Cl)c3)CC2)nc2c1c(=O)[nH]c(=O)n2C	104
COc1ccc(C(=O)N/C(=C\c2ccccc2)C(=O)NC(CCSC)C(=O)O)cc1 (stereo not drawn)	106

The listing continues:
SMILES	GSH bead fluor	ABCB1 inh	Rab2A wt mod	ABCG2 block	Avidin bead fluor	Pf gamet viab	Rab7 wt GTP bind	HRas wt GTP	Cdc42 wt GTP	Rac1 wt modul	Rac1 mut GTP
Cc1cccc(Oc2ncnc3onc(C)c23)c1	33	1.2	94	19	11	·	92	97	98	98	95
Cc1ccc(S(=O)(=O)NNC(=O)C2COc3ccccc3O2)cc1 (stereo not drawn)	9	-0.1	103	0	17	9	97	101	104	104	101
Brc1ccc(-c2cn3c(n2)SCC3)cc1	18	0.0	97	1	5	14	102	97	95	94	94
O=C(Cn1c(=O)oc2ccccc21)Nc1ccccc1N1CCOCC1	19	2.6	98	6	15	5	104	98	95	95	94
COCCn1c(C)cc(C(=O)COC(=O)c2ccc(Br)o2)c1C	15	-0.2	98	1	8	-4	96	96	95	98	96
COc1ccccc1CCC(=O)OCC(=O)Nc1ccc(S(N)(=O)=O)cc1	16	0.3	94	2	14	22	93	93	93	99	98
Cc1cccc(/N=C/c2c(O)[nH]c3ccccc23)n1	28	-0.1	98	37	37	·	96	100	104	108	100
CCOc1ccccc1NC(=O)Nc1cc(OC)ccc1OC	46	0.1	101	6	24	·	103	100	102	98	100
COc1ccccc1NC(=O)C1C2C=CC(O2)C1C(=O)O (stereo not drawn)	16	0.5	104	1	15	·	104	102	100	102	98
CCN1CCC2(CC1)N=C(c1ccc(F)cc1)C(=S)N2C(=O)c1ccc(C(C)(C)C)cc1	12	0.2	104	-1	13	-23	101	102	104	105	101
CCOc1ccc(C)cc1-n1nc2ccccc2n1	26	0.6	99	9	13	·	98	102	105	103	100
Fc1ccc(C2=CC(c3ccc(Br)o3)n3ncnc3N2)cc1 (stereo not drawn)	21	-1.7	100	2	12	·	100	102	99	105	101
c1csc(-c2nc3ccccn3c2NC2CCCCC2)c1	10	1.4	98	3	9	-18	103	98	93	96	92
Cn1c(=O)c2c(nc(SCC(=O)O)n2Cc2cc3c(cc2Cl)OCO3)n(C)c1=O	43	-0.3	100	1	7	·	103	104	102	105	97
O=C(NCc1ccco1)C1(c2ccc(Cl)cc2)CCCC1	37	0.3	101	16	11	·	100	100	104	103	99
Cc1cc(NC(=O)CSc2nc3c(c(=O)n2CCc2ccccc2)SC(C)C3)no1 (stereo not drawn)	25	2.9	97	2	7	·	99	96	96	95	96
COc1ccc(NC(=O)CSc2nnc(CNC(=O)c3ccco3)o2)c(OC)c1	7	0.3	100	1	45	·	98	99	101	96	98
N#C/C(=N\Nc1ccc(F)cc1)C(=N)N1CCCCC1	5	0.1	101	2	8	·	100	102	105	106	102
CC(Nc1nc(-c2ccc3c(c2)NC(=O)CO3)cs1)c1ccccc1 (stereo not drawn)	14	-0.1	92	5	9	-7	90	93	92	95	92
CN1CCN(S(=O)(=O)c2ccc(Br)s2)CC1	13	0.6	93	2	31	5	94	94	95	91	91
O=C1CC(c2ccco2)CC(O)=C1C=NCCN1CCN(C2CC(=O)N(c3ccccc3)C2=O)CC1 (stereo not drawn)	31	-0.2	103	0	19	·	101	105	108	108	100
C=CCn1c(SCC(=O)Nc2cccnc2Cl)nnc1-c1ccc(C(C)(C)C)cc1	16	3.5	98	27	8	24	101	99	99	104	99
O=C(Nc1cccc2c1CCCC2)C1CCN(C(=O)NC2CCCCC2)CC1	24	1.1	101	6	7	14	105	100	102	101	97
CCOC(=O)c1c(C)c(C(=O)NCC2CCCO2)c(C)n1CC (stereo not drawn)	11	0.4	104	2	11	·	102	105	108	114	101
Cc1cccc(N2C(=O)c3cccc(Oc4ccc(Cl)cc4)c3C2=O)c1	13	0.2	102	4	12	-33	101	103	103	104	102
CC1CCCN(S(=O)(=O)c2ccccc2[N+](=O)[O-])C1 (stereo not drawn)	5	2.7	99	6	11	·	100	100	102	102	99
CC(=O)c1ccc(OC(=O)c2ccc(Br)o2)cc1	33	3.0	97	7	14	-23	99	100	96	99	97
COc1cccc(OC)c1C(=O)NNC(=O)c1cccc(COc2ccc3c(c2)CCC3)c1	50	0.2	95	3	9	·	96	95	96	97	95
COC(=O)c1ccc(NC(=O)c2c(C(=O)Nc3ccccc3)sc3nc(C)cc(=O)n23)cc1	14	-1.7	99	0	·	3	96	101	99	101	96
CCCCN(C(=O)NC(=O)Nc1ccccc1OCC)S(C)(=O)=O	25	0.8	100	7	11	·	98	99	100	100	98
Cc1ccc(NC(=O)C2CCCN2S(=O)(=O)c2ccc(F)cc2)c(C)c1 (stereo not drawn)	13	0.5	99	2	35	·	99	101	99	99	97
CC1=C(C)CC(C(=O)Nc2ccc(C(N)=O)cc2)C(C(=O)O)C1 (stereo not drawn)	23	0.2	102	1	13	·	99	102	102	98	98
CCC(Oc1ccccc1)C(=O)Nc1nc2ccccc2[nH]1 (stereo not drawn)	13	0.6	100	2	38	·	100	100	101	103	99
Cc1ccc(NC(=O)C(=O)NCCN2CCN(C(=O)C(c3ccccc3)c3ccccc3)CC2)cc1	12	0.5	99	1	38	·	101	101	104	103	98
Cc1cccc(C(=O)N2CCN(c3ncnc4c3cnn4-c3ccccc3)CC2)c1	17	0.7	100	0	8	-20	104	102	101	106	99
O=C(CSc1nc2ccccc2c(=O)[nH]1)Nc1ccc(C(=O)O)cc1	11	0.0	89	-1	11	-12	91	93	89	91	94
Cn1cnnc1SCc1ccc(C#N)cc1	38	0.5	100	5	2	2	100	100	103	103	99
COc1ccc(-c2cnc(NCc3cc4c(cc3[N+](=O)[O-])OCO4)n2C)cc1	9	·	100	12	15	·	101	102	104	107	101
CCN(CC)C(=O)c1sc(NC(=O)c2cccs2)c(C#N)c1C	14	-0.3	98	-1	15	7	101	97	101	100	96
CCOC(=O)Nc1ccc(S(=O)(=O)N(C)C(C)C)cc1	15	0.2	99	48	7	-28	101	101	100	105	101
C/C(CCN1CCc2nc(-c3ccccc3)c(-c3ccccc3)cc2C1)=N\OC[C@@H](C)[C@H](OCc1ccccc1)C(C)C	20	3.3	99	6	10	·	98	102	103	105	97
O=S(=O)(c1ccccc1)N1CCN(C(=S)NCCCN2CCOCC2)CC1	14	1.2	97	1	17	6	94	96	96	98	96
CN1C2C=C(N(CCc3c[nH]c4ccccc34)C(=O)c3ccc(Cl)cc3)CC1CC2 (stereo not drawn)	55	1.5	98	3	8	·	99	101	97	105	96
CCOC(=O)NCc1ccc(Cl)c(Cl)c1	21	0.1	108	2	18	·	113	108	108	106	104
Cc1cccc(NC(=O)C2CCN(S(=O)(=O)c3c(C)[nH]c(=O)[nH]c3=O)CC2)c1	24	0.4	99	0	7	-2	102	100	101	106	100
CC(C)OC(=O)N(C)c1ccc(C(O)(C(F)(F)F)C(F)(F)F)cc1	13	0.6	98	3	17	·	96	99	98	96	97
Cc1ccc(C(C)C)c(OCCNS(C)(=O)=O)c1	29	0.6	94	2	17	5	96	95	94	93	94
O=[N+]([O-])c1ccc(OCc2cnc(Cl)s2)c([N+](=O)[O-])c1	20	0.2	100	3	7	15	99	95	93	95	97
